mIAP activ = mouse IAP activation. muIAP, CDP-Star luminescence, 30 min; active compounds read high; 1 = vehicle-only enzyme signal, 0 = enzyme-free wells. activation factor at 10 µM. 330,000 tested, 0.24% active;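 active = activation factor of at least 2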; also: the source names both 10 and 20 µM as test concentration; values of inactives mirror those of a sister screen read the other way
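Assay system: mouse IAP enzyme / Compound: DMSO-dissolved test compounds / Timing: 30 min, room temperature / Measured by: luminescence from enzymatic CDP-Star hydrolysis / Control set: DMSO-only wells, enzyme-free buffer wells as negative control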
Apaf1 inhib = human Apaf-1 inhibition; O14727; reconstituted apoptosome caspase-3 activity, DEVD-Rh110 fluorescence; inhibition, % at 20 µM; 330,000 tested, 0.71% active; AID 489030; active = inhibition of at least 40% at 20 µM;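 also: plate controls were DMSO wells for no effect and DEVD-CHO caspase inhibitor wells for full effect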
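Material: reconstituted apoptosome with Apaf-1, cytochrome c, caspase-9, procaspase-3, dATP; medium: pH 7.5 Hepes buffer with CHAPS, BSA, DTT; also added: cytochrome c and DEVD-Rh110 substrate; timing: 30 min plus 50 min, RT; signal: Rh110 fluorescence intensity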
hIAP inh = blocks human intestinal alkaline phosphatase | inhibition, % at 10 µM | purified IAP, CDP-Star luminescence, 30 min | 330,000 tested, 0.12% active | AID 2544 | P09923;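 active = inhibition reaching a set limit with compound at 10 µM in the primary screen, cut at about 35% in these data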;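 also: plate controls were DMSO wells with enzyme for no effect and no-enzyme buffer wells for full effect; values of inactives mirror those of a sister screen read the other way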
Target sequence (P09923 whole entry, looked up): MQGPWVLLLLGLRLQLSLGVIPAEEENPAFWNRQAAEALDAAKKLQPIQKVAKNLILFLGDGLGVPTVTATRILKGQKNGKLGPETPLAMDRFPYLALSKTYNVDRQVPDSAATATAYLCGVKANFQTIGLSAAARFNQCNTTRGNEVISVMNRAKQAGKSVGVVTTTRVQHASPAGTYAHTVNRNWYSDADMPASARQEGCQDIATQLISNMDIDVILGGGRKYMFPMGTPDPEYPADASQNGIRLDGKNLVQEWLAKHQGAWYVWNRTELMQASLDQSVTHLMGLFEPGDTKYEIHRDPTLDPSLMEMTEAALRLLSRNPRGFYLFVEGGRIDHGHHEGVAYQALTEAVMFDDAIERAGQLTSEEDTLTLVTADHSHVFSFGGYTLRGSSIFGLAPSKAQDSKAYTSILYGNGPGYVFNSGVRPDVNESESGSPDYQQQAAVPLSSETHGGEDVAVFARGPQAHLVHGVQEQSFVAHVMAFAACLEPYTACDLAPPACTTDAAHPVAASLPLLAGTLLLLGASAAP
TIM10 inh = inhibits growth of TIM10 yeast strain. S. cerevisiae TIM10 strain growth, BacTiter-Glo luminescence, 24 h. inhibition, % at 10 µM. 330,000 tested, 1.4% active. AID 463195;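 active = inhibition of 40% or more at the single tested concentration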;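 also: wild-type TIM10 isogenic control strain grown at permissive 25 °C; 0% = DMSO yeast wells and 100% = minimal medium wells without yeast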
mIAP block = blocks mouse intestinal alkaline phosphatase | inhibition, % at 10 µM | purified mouse IAP, CDP-Star luminescence, 30 min | 330,000 tested, 0.2% active;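 active = inhibition of at least 40% at 10 µM in the primary screen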;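 also: plate controls were DMSO with enzyme for no effect and no enzyme wells for full effect; values of inactives mirror those of a sister screen read the other way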
NALP3 yeast inh = inhibitors of NALP3 inflammasome in yeast. 330,000 tested, 0.39% active. Yeast reconstituted NLRP3/ASC/caspase-1, beta-gal luminescence, 24 h. inhibition, % at 10 µM. AID 2825;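 active = inhibition of 50% or more; inactive = inhibition below 50%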;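 also: plate controls were induced DMSO wells for no effect and uninduced yeast grown without galactose for full effect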
hIAP act = human IAP activation; P09923; purified human IAP, CDP-Star luminescence, 30 min; active compounds read high; 1 = vehicle-only enzyme, 0 = enzyme-free background; activation factor at 10 µM; 330,000 tested, 0.16% active; AID 2524;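 active = activation factor of the enzyme at least 2-fold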; also: the source names both 10 and 20 µM as test concentration; values of inactives mirror those of a sister screen read the other way
tim10-1 inh = tim10-1 yeast growth inhibition; S. cerevisiae tim10-1 ts strain growth, BacTiter-Glo, 24 h; inhibition, % at 20 µM; 330,000 tested, 2.2% active; AID 463190;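 active = inhibition of at least 40%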;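 also: mutant grown at 25 °C; 0% = DMSO wells with yeast and 100% = wells holding no yeast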
ATG4B inhibitor = ATG4B (human) cysteine protease inhibition | ATG4B cleavage of LC3-PLA2, NBD-HPC fluorescence, 1 h | inhibition, % at 8.33 µM | 340,000 tested, 0.51% active; in the data active = inhibition above about 40%
Target sequence (Q9Y4P1 whole entry, looked up): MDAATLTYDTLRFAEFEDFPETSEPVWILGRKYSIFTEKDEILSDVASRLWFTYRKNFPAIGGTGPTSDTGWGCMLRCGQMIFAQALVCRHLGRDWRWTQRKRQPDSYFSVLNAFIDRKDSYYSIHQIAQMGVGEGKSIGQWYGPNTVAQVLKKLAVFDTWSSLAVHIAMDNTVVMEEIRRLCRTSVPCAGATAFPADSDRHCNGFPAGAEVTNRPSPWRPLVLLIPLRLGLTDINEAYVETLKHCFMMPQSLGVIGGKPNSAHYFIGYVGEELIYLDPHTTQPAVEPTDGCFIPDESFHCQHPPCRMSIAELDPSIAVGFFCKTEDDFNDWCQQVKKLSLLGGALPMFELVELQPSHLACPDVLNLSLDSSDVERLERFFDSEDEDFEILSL
The depositor's hits bear a star; x = no result given.

SMILES	mIAP activ	Apaf1 inhib	hIAP inh	TIM10 inh	mIAP block	NALP3 yeast inh	hIAP act	tim10-1 inh	ATG4B inhibitor
Cc1cc(Nc2cccc(F)c2)nc(NCc2ccccc2)n1	1.1	16	-4	15	-13	16	1	-8	15
O=C(Nc1ccc(S(=O)(=O)Nc2nccs2)cc1)C1CC(=O)N(c2ccccc2)C1 (stereo not given)	1.1	-4	5	2	-8	21	0.95	4	-5
COc1ccc(S(N)(=O)=O)cc1-c1nnc2c3ccccc3c(C)nn12	0.94	-54	4	2	6	-1	0.96	-9	-2
O=C(Nc1ccc(Oc2ccc3ccccc3c2)cc1)c1ccco1	0.95	16	9	43*	5	0	0.91	26	37
CCCN=C1N(CC)C[C@@H]2[C@@H]3C(=O)N(C)C(=O)[C@@H]3[C@](CC)(C(=O)OC)N12	1	16	x	-10	-7	x	x	-1	-3
O=C(COc1ccc(Cl)cc1Cl)NNC(=O)c1cccnc1	1	-3	-18	-11	-4	11	1.2	8	-11
CCN(CC)CCNC(=O)C(=O)Nc1cc2c3c(c1)CCN3C(=O)CC2	1.1	-1	-13	-3	-7	17	1.1	-7	-4
Cc1nc2cc(-c3ccccc3)nn2c(C)c1CCC(=O)N1CCN(c2ccccc2)CC1	0.99	32	-11	15	1	12	1.1	31	-13
COc1ccccc1-c1csc(Cc2nnc3n2CCCCC3)n1	1	2	-25	2	-1	19	1.2	3	-10
CCc1nc(CN(C)C(=O)C2CCC(=O)N(Cc3cccc(F)c3)C2)no1 (stereo not given)	1.1	13	7	11	-6	3	0.93	-4	3
O=C1NC(=S)N/C1=C/c1cccc([N+](=O)[O-])c1O	0.81	-8	15	8	19	17	0.85	14	-4
Cc1ccnc(SCc2cc(=O)c(OC(=O)c3ccc(S(=O)(=O)N(C)C)cc3)co2)n1	0.93	-8	11	-28	7	5	0.89	-12	6
O=C(COC(=O)c1ccc(Br)o1)NC1CCCc2ccccc21 (stereo not given)	1.1	-8	-6	-6	-5	20	1.1	9	0
COc1ccc(-c2noc(CN3C(=O)c4ccccc4C3=O)n2)cc1	1	-9	6	2	-1	20	0.94	9	11
COc1ccc(NC(=O)/C(C#N)=C/c2ccc(OCc3ccccc3F)cc2)cc1	1	9	-1	-14	-4	-2	1	-7	-4
Cc1ccc(S(=O)(=O)N2CCC(C(=O)N3CCC3)CC2)cc1	1	6	-14	3	-2	4	1.1	-17	-2
CC(C)c1nnc(NC(=O)Cc2cccs2)s1	1	-1	-4	-5	-4	16	1	9	-1
COc1cccc(-c2noc(CCC(=O)NC3CCCCC3)n2)c1	1.1	-23	-1	23	-7	23	1	8	0
COC(=O)c1sccc1NC(=O)Nc1cccc(F)c1	0.95	-4	-21	27	5	-28	1.2	35	5
CC(=O)C1=C(c2ccccc2)NC(=O)NC1c1ccccc1OCC#N (stereo not given)	1.1	-17	-1	-12	-6	14	1	2	-9
O=C1c2ccccc2C(Nc2ccc3c(c2)OCCO3)N1c1ccccn1 (stereo not given)	0.99	-2	-6	23	1	7	1.1	40	6
Cc1ccc[n+](CC(=O)c2ccc(-c3ccccc3)cc2)c1	0.95	15	10	-251	5	22	0.9	-158	-2
COC(=O)/C(=C/Nc1ccc(O)cc1)[N+](=O)[O-]	0.94	91*	7	-4	6	2	0.93	4	-15
Cc1nc(-c2cccc(NC(=O)c3ccco3)c2)cs1	0.96	0	-4	15	4	37	1	8	-5
CCN(CC)C(=O)c1sc(NC(=O)c2cc(-c3ccc(C)s3)nc3ccccc23)c(C(=O)OC)c1C	0.94	14	3	-8	6	15	0.97	17	4
COc1ccc(CCN2C(=O)NC(NC(=O)CCc3ccccc3)(C(F)(F)F)C2=O)cc1OC (stereo not given)	0.95	2	-1	5	5	21	1	6	-4
O=C(NCc1ccccn1)C1CC(c2ccccc2Cl)=NO1 (stereo not given)	0.88	-7	2	-2	12	16	0.98	-10	0
CCOc1ccccc1NC(=S)NNS(=O)(=O)c1c(C)cc(C)cc1C	0.77	17	-7	19	23	15	1.1	27	-13
COC(=O)c1sccc1NC(=O)c1ccnn1C	0.93	-10	-21	-3	7	18	1.2	-11	-4
CC(C)N(C(=O)COC(=O)c1ccc(O)cc1)C(C)C	1	-21	2	9	-4	-1	0.98	20	-5

Arranged by the number under ATG4B inhibitor (lowest first): 6 from the list above.
Structure,mIAP activ,hIAP inh,TIM10 inh,mIAP block,NALP3 yeast inh,hIAP act,ATG4B inhibitor
Cc1nc2cc(-c3ccccc3)nn2c(C)c1CCC(=O)N1CCN(c2ccccc2)CC1,0.99,-11,15,1,12,1.1,-13
Cc1nc(-c2cccc(NC(=O)c3ccco3)c2)cs1,0.96,-4,15,4,37,1,-5
CCN(CC)CCNC(=O)C(=O)Nc1cc2c3c(c1)CCN3C(=O)CC2,1.1,-13,-3,-7,17,1.1,-4
CCN(CC)C(=O)c1sc(NC(=O)c2cc(-c3ccc(C)s3)nc3ccccc23)c(C(=O)OC)c1C,0.94,3,-8,6,15,0.97,4
COc1ccc(-c2noc(CN3C(=O)c4ccccc4C3=O)n2)cc1,1,6,2,-1,20,0.94,11
O=C(Nc1ccc(Oc2ccc3ccccc3c2)cc1)c1ccco1,0.95,9,43*,5,0,0.91,37

Full records, looked up by structure. Order of values: mIAP activ, Apaf1 inhib, hIAP inh, TIM10 inh, mIAP block, NALP3 yeast inh, hIAP act, tim10-1 inh, ATG4B inhibitor
`CC(C)c1nnc(NC(=O)Cc2cccs2)s1` is entered as 1, -1, -4, -5, -4, 16, 1, 9, -1
`Cc1ccc[n+](CC(=O)c2ccc(-c3ccccc3)cc2)c1` is entered as 0.95, 15, 10, -251, 5, 22, 0.9, -158, -2
`CC(C)N(C(=O)COC(=O)c1ccc(O)cc1)C(C)C` is entered as 1, -21, 2, 9, -4, -1, 0.98, 20, -5

Next entries follow.
SMILES	mIAP activ	Apaf1 inhib	hIAP inh	TIM10 inh	mIAP block	NALP3 yeast inh	hIAP act	tim10-1 inh	ATG4B inhibitor
O=C(O)c1ccc(CSc2nnc(Cc3ccccc3)o2)cc1	1.1	8	14	9	-11	-1	0.86	4	1
O=C(CSc1nnc(C2CC2)n1Cc1ccco1)NCC(F)(F)F	1.2	9	-22	1	-16	-11	1.2	-2	5
CC(NC(=O)Nc1ccccc1Cl)c1ccc2c(c1)OCO2 (stereo not given)	1.2	6	-15	-2	-25	3	1.2	-10	-3
Cc1ccc(Oc2ccc(OCC(=O)Nc3ccncc3)cc2)cc1	1.1	16	-2	3	-14	29	1	5	x
N#C/C(=C\c1ccccc1)c1n[nH]c(Cn2cncn2)n1	1	2	9	9	-2	15	0.91	13	-4
O=C(OCc1ccccc1)C1CCCN1C(=O)c1ccccc1[N+](=O)[O-] (stereo not given)	0.89	-4	3	20	11	10	0.97	13	9
CC(=O)CCS(=O)(=O)c1ccc(NC(C)=O)cc1	0.99	-10	-8	-2	1	12	1.1	-12	-9
CN(C)S(=O)(=O)c1ccccc1C#N	0.94	-16	9	0	6	-7	0.91	14	3
Cc1ccc(S(=O)(=O)Nc2cc(Cl)c(O)c3ncccc23)cc1	1.1	18	-52	45*	-6	20	1.5	62*	15
CCc1ccc(S(=O)(=O)NCc2cn3ccsc3n2)s1	1	-5	12	15	0	5	0.88	11	1
COc1ccc(C(=O)CSc2n[nH]c(-c3ccncc3)n2)cc1[N+](=O)[O-]	1.1	-3	1	-8	-14	-8	0.99	-17	-11
Cc1ccc(C(=O)N2CCCCC2)cc1NC1=C(Cl)C(=O)N(Cc2ccccc2)C1=O	0.84	22	17	29	16	17	0.83	32	-1
O=C(c1c[nH]c2ccccc12)C(O)C(c1ccccc1)N1CCOCC1 (stereo not given)	1	-5	-24	0	-4	-8	1.2	-5	-6
CCN(CC)S(=O)(=O)c1ccc(-n2cnnn2)c(C)c1	0.98	-17	1	-1	2	-1	0.99	-10	-12
O=C(CSc1nn(-c2ccc(Cl)cc2)c(=S)s1)N1CCN(C(=O)c2ccco2)CC1	1.1	8	3	1	-10	-8	0.97	12	-3
N#CCCN(C(=O)COC(=O)c1cc(=O)[nH]c2ccccc12)c1ccccc1	0.92	2	-8	-3	8	0	1.1	3	3
Cc1cc(C)c(NC(=O)C2CCN(C(=O)c3ccco3)CC2)c(C)c1	1	-1	-7	-14	-3	12	1.1	-19	-5
CC(=O)c1ccc(N2CCN(CC(=O)Nc3ccc4c(c3)OCCO4)CC2)cc1	1	9	4	8	-1	29	0.96	8	-6
CSc1nc2cc(F)c(F)cc2n1C	0.99	-15	3	4	1	16	0.97	-1	8
Cc1ccc(S(=O)(=O)NC2=NCCCCC2)cc1	0.93	-1	3	2	7	31	0.97	2	-3
O=C(Nc1ccc([N+](=O)[O-])cc1)c1ccccc1	0.98	1	14	1	2	34	0.85	-1	5
O=C(NCCC1=CCCCC1)c1cc(S(=O)(=O)N2CCCCC2)ccc1Cl	1.1	15	2	-3	-5	3	0.98	9	-1
O=C(CSc1ccc(Cl)cc1)Nc1cc(-c2nc3ncccc3o2)ccc1Cl	0.91	15	-7	18	9	3	1.1	11	x
CCOC(=O)CNC(=O)Nc1cccc(Cl)c1C	1.1	-5	3	6	-7	-2	0.97	7	-12
O=C(Cc1ccccc1)N1CCCC(c2nc(-c3cccs3)no2)C1 (stereo not given)	0.89	-4	-11	18	11	4	1.1	28	7
O=C(Cn1cccn1)N1CCCC(N2CCN(c3cccc(C(F)(F)F)c3)CC2)C1 (stereo not given)	0.98	16	-19	10	2	0	1.2	8	3
CCC1(C)Cc2ccccc2-c2[nH][nH]c(=O)c21 (stereo not given)	0.97	10	2	11	3	7	0.98	19	5
Cc1ccc(S(=O)(=O)N2CC(O)CC2C(=O)O)cc1 (stereo not given)	0.94	-5	2	4	6	-4	0.98	-10	4
CC(=O)c1ccc(Sc2ccccn2)c([N+](=O)[O-])c1	0.95	-10	-18	9	5	-2	1.2	6	-13
Cc1c(N(C(=O)c2ccccn2)C2(C(=O)NC3CCCCC3)CCCCC2)c(=O)n(-c2ccccc2)n1C	1.2	0	-8	-3	-19	12	1.1	17	7

In the list so far, seven have two or more sulfur atoms.
SMILES	mIAP activ	Apaf1 inhib	hIAP inh	TIM10 inh	mIAP block	NALP3 yeast inh	hIAP act	tim10-1 inh	ATG4B inhibitor
O=C(Nc1ccc(S(=O)(=O)Nc2nccs2)cc1)C1CC(=O)N(c2ccccc2)C1 (stereo not given)	1.1	-4	5	2	-8	21	0.95	4	-5
Cc1ccnc(SCc2cc(=O)c(OC(=O)c3ccc(S(=O)(=O)N(C)C)cc3)co2)n1	0.93	-8	11	-28	7	5	0.89	-12	6
CC(C)c1nnc(NC(=O)Cc2cccs2)s1	1	-1	-4	-5	-4	16	1	9	-1
CCN(CC)C(=O)c1sc(NC(=O)c2cc(-c3ccc(C)s3)nc3ccccc23)c(C(=O)OC)c1C	0.94	14	3	-8	6	15	0.97	17	4
CCOc1ccccc1NC(=S)NNS(=O)(=O)c1c(C)cc(C)cc1C	0.77	17	-7	19	23	15	1.1	27	-13
CCc1ccc(S(=O)(=O)NCc2cn3ccsc3n2)s1	1	-5	12	15	0	5	0.88	11	1
O=C(CSc1nn(-c2ccc(Cl)cc2)c(=S)s1)N1CCN(C(=O)c2ccco2)CC1	1.1	8	3	1	-10	-8	0.97	12	-3
